Source: PubChem
HepG2 tox = kills HepG2 cells in TGF-b inhibitor counter-screen; Potency, µM (highest dose often 46.1 µM), inactives show top-dose activity change, negative = cytotoxicity, hits mostly cytotoxic; 410,000 tested, 0.76% active; HepG2 CAGA-GFP viability, ATP luminescence, 18 h; AID 588856; further: potency means the concentration at half of the fitted maximal effect; some results filed as inactive show a strong effect at the top dose
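CellTiter-Glo luminescence gave cytotoxicity after 18 hours at 37 degrees C. The cells were HepG2 CAGA-GFP in 1% FBS DMEM, stimulated with 500 pg/mL TGF-beta after compound addition. %Activity was normalised to no-cell wells (complete cell-killing) and DMSO (no toxicity), and curves were fitted and classified.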
HT1080-NT tox = kills 2HG-producing HT-1080-NT fibrosarcoma cells. HT-1080-NT fibrosarcoma viability, CellTiter-Glo ATP luminescence, 48 h. Potency, µM (series often up to 46.1 µM), without a hit: at the top dose activity, negative = less viability, usual class: cytotoxic. 360,000 tested, 1.6% active;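 further: NT is the 2HG producing partner of a matched IDH1 knockdown line; potency means the concentration at half of the fitted maximal effect; 0% = DMSO-treated cells and -100% = media-only wells without cells; nearly all actives have a fitted effect of over 55% in size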
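Fibrosarcoma NT cells, 750 per well in 5% FBS RPMI, were exposed to compound for 48 hours. Viability: CellTiter-Glo luminescence.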
IL-1B inflam inh = inhibitors of inflammasome signaling (IL-1 beta secretion); activity change, % at 57.5 µM; THP-1 LPS/ATP IL-1B secretion, AlphaLISA, 16 h; hits give low values; AID 743279; 360,000 tested, 4.7% active; in the data active means activity change below about -50%; inconclusive means mostly about -30% to -49%; further: on the % scale 0 is the no-effect control and ±100 the full control effect
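Secreted IL-1B measured by AlphaLISA bead assay after 16 h compound exposure of THP-1 cells; compounds (final up to 57.5 uM) added 1 h before LPS (250 ng/mL) and ATP (1.25 mM) stimulation; lower signal means less secretion.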
MCF10A rereplic = inducers of DNA re-replication in MCF 10A breast cells. MCF 10A DNA re-replication, Hoechst nuclear intensity, 48 h. Potency, µM (doses to about 46.1 µM), inactives show at the top dose activity, positive = re-replication, actives largely listed as activators. 350,000 tested, 2.9% active; further: potency means the concentration at half of the fitted maximal effect; % of control where 0% means no effect; nearly all actives have a fitted effect of over 50% in size
S2 tox = cell viability loss in ATXN counter-screen; S2 cells (HEK-293 line with an ATXN2-luciferase reporter) viability, CellTiter-Fluor protease fluorescence, 24 h; Potency, µM (titrated, usually from 56.7 µM), most hits filed as cytotoxic; 400,000 tested, 0.49% active; AID 651635; further: potency means the concentration at half of the fitted maximal effect; nearly all actives have a fitted effect of over 40% in size
KB-3-1 tox = kills parental KB-3-1 adenocarcinoma cells | KB-3-1 viability, CellTiter-Glo ATP luminescence, 72 h | Potency, µM (titrated, usually from 46.1 µM), for inactives: at the highest dose activity change, negative = cytotoxic, most hits filed as cytotoxic | 400,000 tested, 1.4% active | AID 1347075; further: potency means the concentration at half of the fitted maximal effect; on the % scale 0 is the no-effect control and ±100 the full control effect; nearly all actives have a fitted effect of over 60% in size
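Cytotoxicity measured as CellTiter-Glo luminescence after 72 h at 37 C. Compound titrations were pinned onto drug-naive KB-3-1 parental adenocarcinoma cells grown in DMEM with 10% FBS, and normalized data fitted to concentration-response curves.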
HT1080 IDH1KD tx = kills HT-1080 cells with IDH1 knockdown | HT-1080 IDH1 knockdown viability, ATP luminescence, 48 h | Potency, µM (doses to about 46.1 µM), for inactives: top-dose activity, negative = toxicity, hits mostly cytotoxic | 360,000 tested, 2% active | AID 686971;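 further: potency means the concentration at half of the fitted maximal effect; 0% = DMSO wells and -100% = cell-free medium wells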
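Cytotoxicity counter-line: IDH1KD HT-1080, 48 h, CellTiter-Glo. Curves classed by r2, magnitude and activity.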
ATXN2 expr inh = ATXN2 expression inhibition. HEK-293 ATXN2-luciferase reporter, luminescence, 24 h. 360,000 tested, 0.72% active. Potency, µM (top dose mostly 57 µM), without a hit: at the top dose activity change, negative = inhibition, usual class: inhibitors; further: potency means the concentration at half of the fitted maximal effect; on the % scale 0 is the no-effect control and ±100 the full control effect; nearly all actives have a fitted effect of over 55% in size
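qHTS (up to 57 uM final) was run with 24 h compound exposure of reporter cells at 37 °C. Each well was multiplexed: SteadyGlo luminescence measured ATXN2-luciferase expression after a fluorogenic Gly-Phe-AFC viability readout (25 uM final).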
SW480 rereplic = DNA re-replication induction in SW480 cells; SW480 DNA re-replication, Hoechst DNA content imaging, 48 h; Potency, µM (top dose mostly 46.1 µM), for inactives: top-dose re-replication activation, hits mostly activators; 340,000 tested, 1.8% active; AID 624297; further: potency means the concentration at half of the fitted maximal effect; % of control where 0% means no effect; nearly all actives have a fitted effect of over 55% in size
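Image-based DNA-content assay: after two days of treatment, nuclei were labelled with the DNA dye Hoechst and imaged, and hits were compounds raising the count of nuclei showing high fluorescence intensity.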
Starred values were filed as active, the others as inactive; i = inactive; ? = inconclusive; nt = not tested or not shown; [ ] = remark or other dose. Unless noted, the call rests on the fitted dose curve; in most records, active means well fitted curve in the direction sought with a large enough effect; inconclusive means small, poorly fitted or top-dose-only effect, or another doubt; inactive means no such curve, though single readings can be large; an effect the other way counts as inactive or inconclusive.

structure	HepG2 tox	HT1080-NT tox	IL-1B inflam inh	MCF10A rereplic	S2 tox	KB-3-1 tox	HT1080 IDH1KD tx	ATXN2 expr inh	SW480 rereplic
CC(C)C(C(=O)NCc1ccccc1)N1CCN(c2ccccc2F)CC1 (stereo unspecified)	nt	9%	-8	nt	nt	-9%	14%	nt	nt
COc1ccc(OC)c(S(=O)(=O)N2CCC(C(=O)NC(C)c3ccccc3)CC2)c1 (stereo unspecified)	-15%	0%	-11	4%	i	0%	7%	-4%	-3%
O=C(Nc1ccc(F)cc1)Nc1cccc(Br)c1	-75%	-1%	-11	7%	?	-9%	-2%	nt	-10%
O=C(OCc1cn([C@H]2CN(CC3CCCCC3)[C@@H](c3ccccc3)C[C@@H]2O)nn1)c1ccccc1	-7%	9%	25	nt	i	0%	15%	3%	nt
Nc1ccccc1/C=C/c1ccccc1N	8%	-8%	-24	?	i	0%	-7%	31%[activator]	?
Cc1ccc(NC(=O)C2CCCN2C(=O)OC(C)(C)C)cc1C (stereo unspecified)	-20%	2%	20	3%	i	3%	4%	0%	-2%
O=C1CCC(C(=O)OC(C(=O)Nc2ccc([N+](=O)[O-])cc2Br)c2ccccc2)=NN1 (stereo unspecified)	-15%	-16%	0	-8%	i	-7%	-19%	2%	-17%
COc1ccc(-c2nn(CCC#N)cc2C(=O)Nc2cccc(C(=O)O)c2)cc1[N+](=O)[O-]	-4%	28%	-6	-11%	i	-1%	28%	-5%	3%
CCC(=O)Nc1ccc(SC#N)cc1C	-42%	?	-101*	?	?	-12%	7.9µM*	-14%	21%
O=C(C1CCN(S(=O)(=O)c2ccccc2F)CC1)N1CCN(Cc2ccc3c(c2)OCO3)CC1	-10%	-11%[9.24 µM]	-12	?	i	0%	0%	-16%	?
CC(=O)N1CC=CC1(CC(C)C)C(=O)NCCN1CCOCC1 (stereo unspecified)	3%	?	15	?	i	12%	12%	52%[activator]	1%
O=C(Nc1ccccc1Cl)Nc1cccnc1Cl	-15%	4%	-16	1%	i	-3%	-3%	4%[11.3 µM]	3%
Cc1ccc2c(c1)C(C)CC(C)(C)N2C(=O)NC1CCCCC1 (stereo unspecified)	-3%	10%	-4	0%	i	4%	-2%[9.24 µM]	1%	-3%
O=C(N/N=C\c1ccc(O)c([N+](=O)[O-])c1)C1COc2ccccc2O1 (stereo unspecified)	-2%	-1%	18	?	?	0%	-1%	nt	2%
COc1cccc(-n2c([S-])c(C(=O)Nc3ccc(S(=O)(=O)N4CCOCC4)cc3)[n+]3cc(C(N)=O)ccc23)c1	-10%	9%	1	-4%	i	1%	10%	9%	4%
O=C(NC1CC1)c1cccc(NC(=O)c2cn3ccccc3n2)c1	-3%	-3%	5	7%	i	0%	-15%	-4%	-5%
CCOc1ccc(C2C3=C(CCCC3=O)N(CC(=O)O)C3=C2C(=O)CCC3)cc1	-24%	12%	17	-10%	i	10%	28%	-9%	1%
O=C1c2ccccc2C(=O)N1CCc1ccccc1	-4%	4%	37	-3%	i	-15%	-3%	48%[activator]	2%
Cc1ccc(CNC(=O)COC(=O)CCCOc2ccc(Cl)cc2Cl)cc1	-2%	6%	-6	10%	i	0%	-1%	nt	23%
Nc1cc(N)nc(SCCN2CCCCC2)n1	-16%	0%	-7	3%	i	6%	1%	8%	-8%
CN(C)CCN(C(=O)c1ccc2c(c1)OCCO2)c1nc2ccc(Cl)cc2s1	-5%	-4%	-21	1%	i	5%	?	-3%	8%
COc1ccc(S(=O)(=O)N2CCC(C(=O)N3CCc4ccccc4C3)CC2)cc1Cl	-11%	?	?	2%	i	-6%	?	1%	?
CCN(CC)CCNC(=O)c1cc2c(=O)n(C)c3ccccc3c2s1	-53%	?	?	23µM*	i	-7%	?	-17%	?
COc1cccc(C(=O)N2CCN(Cc3ccccn3)CC2)c1OC	7%	19%	-4	2%	i	2%	11%	-1%	2%
COc1ccc(Cl)cc1S(=O)(=O)N(C)CC(=O)NCCCn1ccnc1	-23%	4%	22	-2%	i	5%	2%	-4%	-25%
Cc1ccn2c(NC(C)(C)C)c(-c3cccs3)nc2c1	-12%	-16%	?	?	i	-4%	-15%	-27%	-34%
CCOC(=O)COc1c(Br)cc(/C=C2\SC(=O)N(CC(=O)N3CCCC3)C2=O)cc1OC	10%	9%	-51*	0%	i	12%	9%	3%	-6%
C[C@H](NS(=O)(=O)c1ccccc1)C(=O)N1CCN(C(c2ccccc2)c2ccccc2)CC1	-47%	-14%	-24	?	i	nt	-11%	4%	18%
NC(=O)c1ccc[n+](CC(=O)c2ccccc2)c1	-1%	18%	2	?	?	-5%	-3%	2%	-2%
COc1ccc(C(C)NC(=O)CC23CC4CC(CC(C4)C2)C3)cc1 (stereo unspecified)	-23%	0%	-6	-4%	i	2%	-2%	nt	-9%
Cc1nnc(NNS(=O)(=O)c2ccc(Cl)cc2)[nH]c1=O	-10%	-1%	6	0%	i	-2%	-4%	nt	2%
N#CCCN(C(=O)COC(=O)/C=C/c1cccs1)c1ccccc1	-11%	0%	-9	-2%	i	-4%	1%	5%	-2%
CCCCc1nn2c(=O)cc(COC(=O)c3cccc(NC(=O)CCc4ccccc4)c3)nc2s1	-22%	nt	nt	nt	i	5%	nt	3%	nt
CC(=O)Oc1ccc(N2C(=O)C3C(C2=O)C(C(=O)c2ccc(Cl)cc2)N2CCCC32)cc1 (stereo unspecified)	-29%	?	-101*	18µM*	i	18µM*	23µM*	?	4.6µM*
O=C(c1ccc(-c2ccccc2)cc1)c1ccccc1C(=O)N1CCOCC1	-32%	2%	4	7%	i	-2%	-9%	5%	-20%
CCCCOc1cccc(C2C(C(=O)c3cccs3)=C(O)C(=O)N2Cc2cccnc2)c1 (stereo unspecified)	0%	12%	27	3%	i	0%	12%	2%	-4%
O=C(C[n+]1ccc(C(=O)NCc2ccccc2)cc1)c1ccc(Cl)cc1	-47%	2%	-13	0%	i	nt	9%	-2%	-5%
O=C(Nc1ccc2c(c1)OCO2)C1CCN(C(=O)c2cccs2)CC1	-19%	11%	-4	-1%	i	-1%	10%	-24%	0%
CCOC(=O)c1c(-c2ccccc2)oc2ccc(OCc3cccc(Br)c3)cc12	-1%	nt	nt	nt	i	-7%	nt	11%	nt
CC12CCC(=O)N1C(C(=O)N1CCN(S(=O)(=O)c3cccc(Cl)c3)CC1)CS2 (stereo unspecified)	6%	5%	-9	4%	i	7%	6%	5%	-63%[inhibitor]
Cc1cccc(C(=O)NCC(=O)Nc2ccc(S(=O)(=O)Nc3nc(C)cc(C)n3)cc2)c1	-3%	17%	0	0%	i	0%	11%	nt	-6%
CNC(=O)c1cc2cc(OC)ccc2oc1=N	0%	17%	-25	10%	i	0%	1%	-13%	-8%
Cc1ccc(NC(=O)CSc2nc3cc(C(=O)NCC4CCCO4)ccc3c(=O)n2CC2CCCO2)cc1 (stereo unspecified)	4%	-13%	-6	nt	?	-1%	-9%	nt	nt
Cc1nn(CC(=O)NCCN2CCOCC2)c(C)c1[N+](=O)[O-]	16%	15%	16	-7%	i	14%	6%	10%	-3%
Cc1csc(SCC(=O)NCc2ccccc2)n1	-1%	7%	13	-28%	i	10%	9%	-13%[11.3 µM]	8%[1.84 µM]
CCC(=O)N1CCc2cc(S(=O)(=O)CCC(=O)N3CCN(c4cc(C)ccc4C)CC3)ccc21	-7%	nt	nt	nt	i	1%	nt	1%	nt
COc1ccccc1C(=O)Nc1ccc(S(=O)(=O)Nc2nc(C)cc(C)n2)cc1	4%	nt	nt	nt	i	0%	nt	1%	nt
Cc1sc2nc(SC3CCOC3=O)n(Cc3ccccc3)c(=O)c2c1C (stereo unspecified)	8%	17%	57	3%	i	-4%	16%	-29%[11.3 µM]	-15%
COc1ccccc1NS(=O)(=O)c1cccc(NC(=O)NCCCl)c1	8%	19%	0	1%	i	-28%	2%	7%	6%
O=c1oc(C2(O)CCCCC2)cc2ccc(/C=C/c3ccc(F)cc3)cc12	-30%	-22%	0	0%	i	-5%	-15%	5%	-5%[9.22 µM]
CC(=O)N1N=C(c2cccc(Cl)c2)OC1c1ccc(C(C)C)cc1 (stereo unspecified)	-18%	6%	0	1%	nt	0%	-2%	nt	-28%
CNC(=O)c1ccc(CN(C)C(=O)/C=C/c2ccc(S(=O)(=O)N3CCCCCC3)cc2)cc1	7.1µM*	-7%	-4	nt	i	-9%	-17%	nt	nt
O=C(/C=C/c1ccccc1Cl)Nc1ccc(-c2nnc3n2CCCCC3)cc1	0%	27%	0	?	i	10%	?	-8%	-1%
Cc1c(NC(=O)COC(=O)C2=COCCO2)cccc1[N+](=O)[O-]	-12%	6%	8	3%	i	8%	4%	6%	-3%
Cc1ccc(NC(=S)NNC(=S)Nc2cccc(C(F)(F)F)c2)cc1	-24%	-14%	-6	9%	i	-15%	?	1%	16%
CC(C)c1cccc(-c2csc(C(O)c3ccc(F)c(F)c3)n2)c1 (stereo unspecified)	-108%	?	-5	nt	nt	0%	?	?	nt
Cc1cc2c(=O)n(Cc3ccco3)c(SCC(=O)NCc3ccco3)nc2s1	-10%	?	-1	-1%	i	-6%	-25%	-13%	-5%

Complete entries, looked up by structure. Order of values: HepG2 tox | HT1080-NT tox | IL-1B inflam inh | MCF10A rereplic | S2 tox | KB-3-1 tox | HT1080 IDH1KD tx | ATXN2 expr inh | SW480 rereplic
`Cc1c(NC(=O)COC(=O)C2=COCCO2)cccc1[N+](=O)[O-]` as listed: -12% | 6% | 8 | 3% | i | 8% | 4% | 6% | -3%
`Cc1cc2c(=O)n(Cc3ccco3)c(SCC(=O)NCc3ccco3)nc2s1` as listed: -10% | ? | -1 | -1% | i | -6% | -25% | -13% | -5%
